Statin myotox sup: suppressors of statin myotoxicity in C2C12 myotubes, primary screen, cell-based, single point, plate reader | C2C12 myotubes + simvastatin, ATP luminescence, 48 h; scaled: DMSO 0, geranylgeraniol control 100 | rescue of ATP level, % at 7.49 µM | 0.78% of 330,000 active | AID 602340, 2012;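 active means mean ATP rescue above about 67%, or every replicate alone reaching that limit, limit read from the data, passing the limit was not always enough; inconclusive means no clear call, values can overlap the other calls; inactive means mean under the limit and some replicate under it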;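 further: myotubes were challenged with 10 µM simvastatin during compound exposure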
S100A4 inh HTS: inhibitors of S100A4-myosin IIA peptide binding, primary screen, biochemical, fluorescence polarization, TAMRA-MyoIIA peptide; 0.14% of 360,000 active; inhibition, % at 10.7 µM;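 active means mean inhibition of at least 70% across replicates, with every replicate also reaching that level; inconclusive means mean inhibition reaches 70% but some replicates fall short; inactive means mean inhibition below 70%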
Target sequence (P26447 whole entry, looked up): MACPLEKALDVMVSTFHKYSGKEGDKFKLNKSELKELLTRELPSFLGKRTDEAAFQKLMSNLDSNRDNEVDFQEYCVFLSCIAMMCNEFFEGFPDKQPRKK
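Material: S100A4 monomer protein | Medium: HEPES pH 7.2 with CaCl2, KCl, NaCl, DTT, Triton | Reagent: Labelled myosin peptide probe, 5 nM | Doses: One dose per compound | Times: 5 min incubation before reading | Benchmarks: Neutral control DMSO, positive control TFP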
E-selectin induc: E-selectin induction in HUVECs, primary screen, imaging, HUVEC, immunofluorescence imaging, single point | P16581 | normalized: neutral wells 0, TNF-alpha wells 100 | activation, % at 7.58 µM | 0.37% of 260,000 active | AID 686992, 2013;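 active means mean E-selectin-positive cell signal at least 10% of the positive control, reached in at least 60% of replicates, without over 20% cell loss; inconclusive means no rule given, readout overlaps actives, possibly toxicity-flagged; inactive means the rest, including those meeting only one limit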;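 further: in these data hits start at about 27%; measured in HUVEC primary endothelial cells; signal is the percent of cells scored E-selectin positive by PE staining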
Target sequence (P16581 whole entry, looked up): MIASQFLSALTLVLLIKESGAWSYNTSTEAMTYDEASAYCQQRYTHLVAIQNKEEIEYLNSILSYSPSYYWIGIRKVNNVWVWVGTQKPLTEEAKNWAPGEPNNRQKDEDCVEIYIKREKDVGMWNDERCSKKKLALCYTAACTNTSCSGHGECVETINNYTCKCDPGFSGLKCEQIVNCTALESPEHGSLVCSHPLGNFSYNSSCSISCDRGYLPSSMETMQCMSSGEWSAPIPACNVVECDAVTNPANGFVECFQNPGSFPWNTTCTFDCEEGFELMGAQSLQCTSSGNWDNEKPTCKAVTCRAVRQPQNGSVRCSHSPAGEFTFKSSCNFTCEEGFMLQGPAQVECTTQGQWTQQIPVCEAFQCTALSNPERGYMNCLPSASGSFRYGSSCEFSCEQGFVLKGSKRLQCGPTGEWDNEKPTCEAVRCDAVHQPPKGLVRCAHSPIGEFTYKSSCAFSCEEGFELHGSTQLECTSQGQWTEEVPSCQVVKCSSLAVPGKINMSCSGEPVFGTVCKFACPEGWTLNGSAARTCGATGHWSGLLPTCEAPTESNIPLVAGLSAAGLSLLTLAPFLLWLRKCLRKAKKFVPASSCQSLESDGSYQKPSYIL
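System: HUVEC / Compound: single concentration / Signal: immunofluorescence imaging / Read-out: percent E-selectin-positive cells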
PglD inh: C. jejuni PglD acetyltransferase inhibitors, primary screen, biochemical, DTNB colorimetric, single point; inhibition, % at 12.5 µM; AID 602405, 2012; purified PglD enzyme, DTNB colorimetric CoA detection; 0.098% of 360,000 active; UDP-N-acetylbacillosamine N-acetyltransferase PglD (Campylobacter jejuni); in the data active means inhibition above about 16%, passing the limit was not always enough; inconclusive means no clear call, values can overlap the other calls; further: strong numbers were not always called active
SIRT5 inh: SIRT5 desuccinylase inhibitors, primary screen, biochemical, fluorescence imaging, single point, set 5 | NAD-dependent protein deacylase sirtuin-5, mitochondrial (Homo sapiens), Q9NXA8 | Purified SirT5, succinyl-peptide AMC, trypsin-coupled fluorescence | inhibition, % at 15 µM | 1.1% of 330,000 active; in the data active means inhibition above about 15%; inconclusive means no clear call, values can overlap the other calls
Target sequence (Q9NXA8 whole entry, looked up): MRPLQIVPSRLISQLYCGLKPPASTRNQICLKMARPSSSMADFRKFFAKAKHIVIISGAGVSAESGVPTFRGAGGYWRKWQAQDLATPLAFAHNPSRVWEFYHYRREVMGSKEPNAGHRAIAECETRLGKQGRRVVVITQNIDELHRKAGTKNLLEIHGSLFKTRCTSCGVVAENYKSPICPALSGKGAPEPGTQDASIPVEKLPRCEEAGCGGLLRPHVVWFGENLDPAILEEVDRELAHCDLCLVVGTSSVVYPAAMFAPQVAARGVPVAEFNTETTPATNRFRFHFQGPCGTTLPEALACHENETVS
DENV2 CPE: inhibitors of DENV2 cytopathic effect, primary screen, cell-based, plate reader, single concentration | DENV2-infected cells, cytopathic effect rescue | CPE inhibition, % at 9.99 µM | 1.7% of 350,000 active | AID 651640, 2012; in the data active means CPE inhibition above about 20%, passing the limit was not always enough; inconclusive means no clear call, values can overlap the other calls; tested in BHK-21 cells;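 further: 0% = median of neutral control wells and 100% = median of positive control wells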
ERp5 block: inhibitors of ERp5-driven insulin aggregation, primary screen, biochemical, turbidity, absorbance 650 nm, single point | Protein disulfide-isomerase A6 (Homo sapiens), Q15084 | 90 min | inhibition, % at 9.99 µM | 0.05% of 350,000 active | AID 651711, 2012;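 active means mean replicate inhibition above about 25%, with every replicate also reaching it, limit read from the data, passing the limit was not always enough; inconclusive means only one of those two criteria met; inactive means neither criterion met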
* hit, by the source's call; ? = inconclusive; . = not tested or not shown; & = joins results of further samples.

Below each compound: Statin myotox sup, S100A4 inh HTS, E-selectin induc, PglD inh, SIRT5 inh, DENV2 CPE, ERp5 block
- CCC(=O)Nc1ccc2c(c1)C(=O)N(C)[C@H]1CC[C@@H](CC(=O)N[C@@H](C)c3ccccc3)O[C@H]1CO2
    7, 7, 0.0, 4, 2, 71*, 1
- COc1ccccc1C(=O)N1CCN(C(=O)[C@H]2O[C@@H](n3ccc(=O)[nH]c3=O)[C@H](O)[C@@H]2O)CC1
    4, 2, -0.1, 3, -3, -1, -1
- CCC1(CC)NC(=O)N(CC(=O)OC(C)C(=O)Nc2ccc(S(N)(=O)=O)cc2)C1=O (stereo not given)
    6, -5, ., -2, ., -1, 9
- C/C(=N\NC(=O)OC(C)(C)C)c1ccc(-n2ccnc2)cc1
    -10, 5, 4.8, -2, -4, ., -1
- CC(=O)Nc1ccc(C(=O)OCC(=O)NCc2ccc3c(c2)OCO3)cc1
    0, 3, 0.5, 0, ., 7, 4
- C[C@@H]1CN([C@H](C)CO)C(=O)c2cccc(NC(=O)Nc3cccc4ccccc34)c2O[C@@H]1CN(C)C(=O)Nc1ccccc1
    47, -1, 0.8, -26, 9, 11, 0
- O=c1n(-c2ccc(Br)cc2)cnn1-c1ncccc1[N+](=O)[O-]
    ., 0, ., ., 4, -2, 6
- FC(F)(F)c1cccc(-c2nc(COc3ccc(Cl)cc3Cl)no2)c1
    ., 3, 0.2, ., 0, -5, 4
- COC1c2ccccc2C(=O)N1CCc1ccc(Cl)cc1 (stereo not given)
    -5, -8, ., -2, ., -3, 1
- Cc1c(NC(=O)COC(=O)C23CC4CC(CC(Br)(C4)C2)C3)c(=O)n(-c2ccccc2)n1C
    5, -4, 1.3, -3, -2, -7, 6
- CCOc1ccc(/C=N/NC(=O)CSc2n[nH]c(=O)[nH]c2=O)cc1OC
    5, 5, 0.0, -9, 2, -3, 2
- CN(C)c1ccc(-c2ccc([C@H]3[C@@H]4C=CCC[C@@]4(C)C(=O)N3Cc3ccccc3)c(F)c2)cc1
    12, -2, -0.1, -1, -5, ., -3
- COc1cccc(OCCOCC(O)CN2CCN(Cc3ccc(Cl)cc3)CC2)c1 (stereo not given)
    ., 4, 0.3, 5, -4, 6, 2
- O=C1C2CCCCN2C(=O)N1CCCN1CCN(c2ccc(F)cc2)CC1 (stereo not given)
    1, -4, -0.1, 10, -4, -4, 2
- CCc1nnc(NC(=O)c2ccc(S(=O)(=O)N(C)c3ccccc3)cc2)o1
    ., -2, -0.5, ., 4, -1, 0

Arranged by length of the SMILES (falling): part of the list above.
Below each compound: Statin myotox sup, S100A4 inh HTS, E-selectin induc, PglD inh, SIRT5 inh, DENV2 CPE, ERp5 block
- C[C@@H]1CN([C@H](C)CO)C(=O)c2cccc(NC(=O)Nc3cccc4ccccc34)c2O[C@@H]1CN(C)C(=O)Nc1ccccc1
    47, -1, 0.8, -26, 9, 11, 0
- CC(=O)Nc1ccc(C(=O)OCC(=O)NCc2ccc3c(c2)OCO3)cc1
    0, 3, 0.5, 0, ., 7, 4
- COc1cccc(OCCOCC(O)CN2CCN(Cc3ccc(Cl)cc3)CC2)c1 (stereo not given)
    ., 4, 0.3, 5, -4, 6, 2

Rewritten as a markdown table: 3 of the compounds above
| compound | Statin myotox sup | S100A4 inh HTS | E-selectin induc | PglD inh | SIRT5 inh | DENV2 CPE | ERp5 block |
| --- | --- | --- | --- | --- | --- | --- | --- |
| FC(F)(F)c1cccc(-c2nc(COc3ccc(Cl)cc3Cl)no2)c1 | . | 3 | 0.2 | . | 0 | -5 | 4 |
| COC1c2ccccc2C(=O)N1CCc1ccc(Cl)cc1 (stereo not given) | -5 | -8 | . | -2 | . | -3 | 1 |
| Cc1c(NC(=O)COC(=O)C23CC4CC(CC(Br)(C4)C2)C3)c(=O)n(-c2ccccc2)n1C | 5 | -4 | 1.3 | -3 | -2 | -7 | 6 |

(cont.)
Below each compound: Statin myotox sup, S100A4 inh HTS, E-selectin induc, PglD inh, SIRT5 inh, DENV2 CPE, ERp5 block
- CN(C(=S)NCCN1CCOCC1)C(c1ccccc1)c1ccccc1
    ., -8, ., ., -1, -6, -2
- O=C1COc2ccc(S(=O)(=O)N3CCN(c4ccccc4F)CC3)cc2N1
    11, -4, ., 0, -2, -1, 1
- Cn1c(SCC(=O)NNC(=O)Cc2ccccc2)nc2ccccc2c1=O
    -3, -4, -2.5, ., -1, -11, 1
- Cc1ccc(C)c(N2CCN(CCCNC(=O)CCn3c(=O)c4cccn4c4cccnc43)CC2)c1
    -2, 8, ., -2, -1, 2, 9
- Cc1ccc(NC(=S)NNC(C)(C)C)cc1
    ., 9, ., -4, -8, 1, 0
- CC(C)NC(=O)N(C)C[C@H]1Oc2c(NS(=O)(=O)c3ccc(Cl)cc3)cccc2C(=O)N([C@@H](C)CO)C[C@@H]1C
    -16, 10, ., 1, 4, 4, -3
- COc1ccc(C(=O)OC(C)C(=O)NCC2CCCCC2)cc1S(=O)(=O)N1CCOCC1 (stereo not given)
    -3, -6, -2.4, 0, 5, 7, -4
- O=C(/C=C/c1ccccc1)N1CCC(N2CCC(C(=O)N3CCOCC3)CC2)CC1
    9, -3, ., 3, -3, 4, -6
- C[C@@H]1CN([C@@H](C)CO)C(=O)c2cc(NS(=O)(=O)c3ccc(Cl)cc3)ccc2O[C@@H]1CN(C)C(=O)Nc1ccccc1
    9, 0, -7.1, 5, 4, 6, -2
- COc1ccc(OC)c(S(=O)(=O)N2CCC(C(=O)NC3CCCC3)CC2)c1
    -7, -4, -0.1, ., -2, 0, -1
- COc1ccc(NC(=O)Nc2cccc3c2O[C@H](CN(C)Cc2ccc(C(=O)Nc4ccccc4N)cc2)[C@H](C)CN([C@H](C)CO)C3=O)cc1
    ., 0, 34*, -3, 3, -6, 10
- COc1ccc(-c2cc(C(=O)N3CCN(c4cccc(C)c4C)CC3)c3ccccc3n2)cc1OC
    -10, 2, ., -8, 21*, ., 0
- CN1C(=O)c2cc(NC(=O)c3cccc(F)c3)ccc2OC[C@H]2O[C@@H](CC(=O)NC3CCC3)CC[C@H]21
    -9&9, ., 0.0, -16&16, ., -4&4, .
- CN1C(=O)c2cc(NC(=O)c3cccs3)ccc2OC[C@H]2O[C@@H](CC(=O)NCC(F)(F)F)CC[C@@H]21
    15, 8, 0.2, -2, -4, 2, 8
- COc1ccc(/C=C/C(=O)Oc2ccc(C=O)cc2OC)cc1
    ., 0, ., ., ., -8, 0

Three neighbouring entries out of the list so far, quoted:
Below each compound: Statin myotox sup, S100A4 inh HTS, E-selectin induc, PglD inh, SIRT5 inh, DENV2 CPE, ERp5 block
- CN1C(=O)c2cc(NC(=O)c3cccc(F)c3)ccc2OC[C@H]2O[C@@H](CC(=O)NC3CCC3)CC[C@H]21
    -9&9, ., 0.0, -16&16, ., -4&4, .
- CN1C(=O)c2cc(NC(=O)c3cccs3)ccc2OC[C@H]2O[C@@H](CC(=O)NCC(F)(F)F)CC[C@@H]21
    15, 8, 0.2, -2, -4, 2, 8
- COc1ccc(/C=C/C(=O)Oc2ccc(C=O)cc2OC)cc1
    ., 0, ., ., ., -8, 0

More structures.
Below each compound: Statin myotox sup, S100A4 inh HTS, E-selectin induc, PglD inh, SIRT5 inh, DENV2 CPE, ERp5 block
- CC[C@@H](C)C(NC(=O)OC(C)(C)C)c1cn([C@@H](Cc2cc3ccccc3[nH]2)C(=O)N2CCN(C(=O)OC(C)(C)C)CC2)nn1 (stereo not given in full)
    17, 9, -0.1, -1, ., 9, -4
- O=C(c1cccs1)N1CCN(Cc2ccccn2)CC1
    5, 2, 0.0, ., 1, 4, -6
- O=C(O)C1=CCCc2ccc(F)cc21
    0, -12, -0.1, -4, -5, 7, 1
- COc1ccc(OC)c(CN2C(=O)CN(S(C)(=O)=O)CC2(C)C(=O)NCc2ccccc2)c1 (stereo not given)
    ., -2, 0.2, ., -2, 32*, 5
- O=C(COc1ccc(Br)cc1)N1CCc2ccccc21
    ., -8, ., ., -6, -3, 3
- CC(=O)NC(c1ccc(F)c(F)c1)c1nc(-c2ccccc2)cs1 (stereo not given)
    -1, -1, -0.1, -6, ., -11, 6
- O=C(CCSc1ccccc1)NC(=O)COC(=O)c1ccc(OC(F)F)cc1
    ., 0, 0.1, ., -4, -1, 3
- CC(=O)c1ccc(N2CCN(c3ncccn3)CC2)cc1
    -2, 2, -0.1, -1, 0, 8, -1
- COc1ccc(S(=O)(=O)N(C)C[C@@H]2Oc3ccc(NS(=O)(=O)c4cn(C)cn4)cc3CC(=O)N([C@H](C)CO)C[C@@H]2C)cc1
    -14, 8, -0.1, -3, 3, 2, -4
- CO[C@@H]1CN(C)C(=O)c2cc(NC(=O)NC(C)C)ccc2OC[C@@H](C)N(C(=O)NC(C)C)C[C@H]1C
    12, 5, 0.1, 2, -2, 16, 12
- COc1ccc(Cl)cc1NC(=S)N1CCN(C(=O)C2CCCO2)CC1 (stereo not given)
    ., -5, ., ., -3, 1, 4
- CN(C)c1ccc(NC(=O)Cn2cc3c(n2)CCCC3)cc1
    -11, -1, 0.1, 5, ., 10, 3
- Cc1cc(C)cc(OCC(=O)NNC(=O)CCN2C(=O)c3ccccc3C2=O)c1
    ., 10, -0.1, ., -3, -2, -8
- COc1ccc(CCNC(=O)CN2C(=O)CSc3ccc(S(=O)(=O)N4CCOCC4)cc32)cc1OC
    2, -4, ., -1, -1, -4, 8
- COc1ccc(C(=O)CNC2=NCCC2)cc1
    -12, 11, -1.4, -1, -2, -4, 1

(continued)
Below each compound: Statin myotox sup, S100A4 inh HTS, E-selectin induc, PglD inh, SIRT5 inh, DENV2 CPE, ERp5 block
- CCCCOc1ccc(N2CC(C(=O)NCCc3ccc(OC)c(OC)c3)CC2=O)cc1 (stereo not given)
    ., -2, ., ., 1, 2, -6
- COc1ccc(-n2ncc3c2CC(C)(C)CC3NC(=O)C2=CC(=O)CC(C)(C)O2)cc1 (stereo not given)
    16, -1, ., -7, 2, 0, 0
- O=C(CSCc1ccc(Br)cc1)Nc1ccccc1C(=O)N1CCOCC1
    4, 0, ., 1, 0, ?, -1
- CSCC[C@H](NC(=O)c1cc2c([nH]c3ccccc32)c(-c2ccccc2)n1)C(=O)O
    -7, 2, ., 0, -14, 1, -4
- O=C1CC[C@@H](O)CCN1CC[C@H](Sc1ccccc1)c1ccccc1
    -1, 2, ., 2, 1, 0, 3
- O=C(COc1coc(CN2CCN(c3ccccc3)CC2)cc1=O)NC1CCCCC1
    -20, -1, ., 3, -1, -5, 2
- O=C(c1ccco1)N1N=C2CCCCCC2C1(O)C(F)(F)F (stereo not given)
    ., -2, ., ., -8, ., 4
- COc1ccc(C(=O)Nc2ccccc2N2CCCC2)cc1S(=O)(=O)N1CCOCC1
    4, -2, ., -1, -2, 0, -1
- CCOC(=O)Cc1csc(NC(=O)C(NC(=O)C2CCC(C)CC2)C(C)C)n1 (stereo not given)
    -5, 0, ., -1, 2, 0, -1
- COc1cc(C(=S)N2CCCC2)ccc1OCc1ccccc1
    11, 0, 0.0, 8, -1, 4, -1
- Cc1cccc(OC(C)c2ccnc3nc(/N=C/N(C)C)nn23)c1 (stereo not given)
    31, -10, ., -4, 0, ., -2
- CO[C@@H]1CN(C)C(=O)c2cc(NC(=O)C3CCC3)ccc2OC[C@@H](C)N(Cc2nccs2)C[C@@H]1C
    -7, -12, 0.0, -1, 1, 5, -7

Bioassay records from PubChem.

The list is partial, so the mix of outcomes need not match the whole.
